CCHFV vOTU inh = blocks the CCHF virus ovarian tumor domain protease; 370,000 compounds, 0.55% hits; AID 651958; CCHFV vOTU protease, Pep-AMC fluorescence; inhibition, % at 11.5 µM; in the data active = inhibition above about 30%; note: 0% = vehicle wells with enzyme and 100% = no enzyme wells
3CLpro inhibitor = SARS-CoV 3CLpro protease inhibition; P0C6X7; recombinant SARS-CoV 3CLpro, quenched FRET peptide cleavage; inhibition, % at 6 µM; 290,000 compounds, 0.14% hits; in the data active = inhibition above about 12%
TcdB GH inh = inhibitors of Clostridioides difficile toxin B glycohydrolase; P18177; TcdB glycohydrolase enzymatic assay, plate reader; inhibition, % at 9.99 µM; 350,000 compounds, 0.24% hits; AID 652162; in the data active = inhibition above about 10%
Y pestis TopoI = blocks Yersinia pestis topoisomerase I activity; Y. pestis Topo-I cleavage product accumulation, plate reader; activity, % at 10 µM; 360,000 compounds, 0.064% hits; AID 504884; in the data active = activity above about 50%, passing the limit was not always enough; inconclusive = no clear call, values can overlap the other calls; note: inactives centre near 2
Anthrax LF prot = inhibitors of Bacillus anthracis lethal factor protease | P15917 | multiplex microsphere protease cleavage assay, LF | inhibition, % at 10 µM | 360,000 compounds, 0.12% hits | AID 588501; note: plate controls were buffer without enzyme for full effect and enzyme alone for no effect
Target sequence (P15917 whole entry, looked up): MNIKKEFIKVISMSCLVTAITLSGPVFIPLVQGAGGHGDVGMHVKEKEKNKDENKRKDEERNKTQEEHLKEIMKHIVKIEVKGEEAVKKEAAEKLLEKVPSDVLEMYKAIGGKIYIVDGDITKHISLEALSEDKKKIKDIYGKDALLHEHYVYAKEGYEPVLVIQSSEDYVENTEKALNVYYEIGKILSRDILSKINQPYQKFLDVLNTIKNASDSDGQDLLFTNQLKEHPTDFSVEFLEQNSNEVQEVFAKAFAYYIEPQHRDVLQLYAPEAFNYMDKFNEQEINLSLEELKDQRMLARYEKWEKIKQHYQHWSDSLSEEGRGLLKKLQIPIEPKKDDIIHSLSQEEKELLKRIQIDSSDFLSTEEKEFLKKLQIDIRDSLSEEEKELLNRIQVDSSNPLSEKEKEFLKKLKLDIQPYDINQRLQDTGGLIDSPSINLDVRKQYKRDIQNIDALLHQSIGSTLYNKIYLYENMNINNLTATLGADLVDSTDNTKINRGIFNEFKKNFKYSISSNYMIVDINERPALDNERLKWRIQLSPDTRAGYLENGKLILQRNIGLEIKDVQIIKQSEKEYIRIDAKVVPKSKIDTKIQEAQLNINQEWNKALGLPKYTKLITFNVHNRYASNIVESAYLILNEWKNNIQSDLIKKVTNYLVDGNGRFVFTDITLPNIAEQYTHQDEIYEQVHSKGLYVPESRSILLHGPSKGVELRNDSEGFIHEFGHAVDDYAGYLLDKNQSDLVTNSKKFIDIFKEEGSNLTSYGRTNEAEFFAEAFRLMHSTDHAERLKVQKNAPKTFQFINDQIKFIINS
VHR inh abs = DUSP3 (human) phosphatase inhibition | P51452 | recombinant VHR phosphatase, pNPP absorbance | inhibition, % at 13.3 µM | 290,000 compounds, 0.52% hits; in the data active = inhibition above about 50%; note: some compounds called inactive have numbers as strong as hits
Target sequence (P51452 whole entry, looked up): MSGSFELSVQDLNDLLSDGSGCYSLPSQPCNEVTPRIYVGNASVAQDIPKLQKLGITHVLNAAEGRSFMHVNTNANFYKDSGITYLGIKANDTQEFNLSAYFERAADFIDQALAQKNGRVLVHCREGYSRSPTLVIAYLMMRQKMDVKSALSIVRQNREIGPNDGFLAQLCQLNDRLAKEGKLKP
BH1578 lux ind = induces V. cholerae light production without autoinducers; activation, % at 18.7 µM; AID 588436; V. cholerae BH1578 lux reporter, luminescence, 6 h; 350,000 compounds, 0.16% hits; in the data active = activation mostly above about 9.7%, no sharp cut-off; inconclusive = no clear call, values can overlap the other calls; inactive = mostly below about 3.7%; note: not every result past the cut was called active; inactives centre near 0; reference of the scale not given here
BoNT A protease = blocks Botulinum neurotoxin A light chain protease; multiplex microsphere protease substrate cleavage, flow cytometry; inhibition, % at 10 µM; 360,000 compounds, 0.17% hits; note: plate controls were buffer without enzyme for full effect and enzyme alone for no effect
PfHsp40 yeast = rescue of PfHsp40-mediated yeast toxicity. S. cerevisiae expressing PfHsp40, growth rescue, ATP luminescence. growth rescue, % at 12.5 µM. 340,000 compounds, 0.68% hits. AID 504582; in the data active = growth rescue above about 28%, passing the limit was not always enough; inconclusive = no clear call, values can overlap the other calls;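 note: yeast W303a lacking pdr1 and pdr3 grown in galactose medium; growth measured after three days at 30 °C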
SSB-PriA inh = K. pneumoniae PriA-SSBct interaction inhibition | AlphaScreen SSBct-PriA binding, biotinylated peptide | inhibition, % at 33 µM | 430,000 compounds, 0.6% hits; in the data active = inhibition mostly above about 37%, no sharp cut-off; inactive = mostly below about 20%;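 note: plate controls were negative control peptide for no effect and reference peptide for full effect; strong numbers were not always called active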
Starred values were filed as active, the others as inactive; i = inactive; ? = inconclusive; / = not tested or not shown. Cut-off read from the data, not from the text of the source, unless noted: active = inhibition above about 30%; inconclusive = no clear call, values can overlap the other calls; inactive = below that. An excerpt. The share of hits here may be higher or lower than overall.

structure,CCHFV vOTU inh,3CLpro inhibitor,TcdB GH inh,Y pestis TopoI,Anthrax LF prot,VHR inh abs,BH1578 lux ind,BoNT A protease,PfHsp40 yeast,SSB-PriA inh
CC(C)CN(C(=O)COC(=O)COc1ccc2ccccc2c1)c1c(N)n(Cc2ccccc2)c(=O)[nH]c1=O,1.6,/,1.2,4.4,-2.1,/,i,2.4,0.7,-5.7
COc1ccnc(CS(=O)c2nc3cc(C(O)(F)F)ccc3[nH]2)c1OC (stereo unspecified),-10.8,5.7,0.1,-7.0,15.6,8.8,-0.5,-0.1,-1.0,1.1
CCOc1cc(C(=S)N2CCOCC2)ccc1OC(=O)c1ccc(C)cc1,0.4,-2.6,1.3,-19.4,5.0,-10.0,-0.4,1.7,0.2,12.8
CCOC(=O)CCCN1CC(O)=C(c2nc3ccccc3s2)C1=N,16.9,1.1,3.1,4.6,1.5,-2.0,1.4,2.1,-0.4,-0.5
C#CCSc1n[nH]c(=O)n1-c1cccc(C(F)(F)F)c1,-6.9,1.1,0.9,-0.1,-8.6,1.2,-0.1,-0.9,0.3,-6.6
O=C(CCCN1C(=O)c2cccc3cccc(c23)C1=O)N1CCc2ccccc2C1,-8.7,1.1,/,42.4,-3.1,-12.6,-0.2,0.2,-0.2,-11.6
CC(=O)N/C(=C/c1ccc2c(c1)OCO2)C(=O)NCCO,-1.4,-0.4,/,-6.4,-0.6,-7.4,6.2,1.3,1.2,-11.3
CC1(C)NC(=O)N(CC(O)COC2CCCCC2)C1=O (stereo unspecified),-3.9,-0.3,/,12.4,-1.4,7.2,-1.7,-0.4,-1.6,-22.9
Clc1ccc2c(NCc3ccccc3)ccnc2c1,-8.4,-4.8,1.4,-3.5,-2.5,-1.0,i,-2.0,-0.6,-0.7
Cc1cccc2nc(CNc3ccc(F)cc3)cn12,10.4,1.8,/,0.4,-3.0,-14.9,0.5,0.7,-0.6,7.3
COc1ccc(-n2c(SC)nc3sc4c(c3c2=O)CCN(C)C4)cc1,10.8,-3.0,0.5,6.7,-12.7,21.0,-0.5,12.3,-0.3,5.2
COc1ccc(C2c3sc(=O)[nH]c3SC3C4CCC(C4)C23)cc1OC (stereo unspecified),2.5,-0.1,/,22.2,-2.2,17.7,-0.6,-0.5,-0.7,-6.0
CCCn1c(/C=N/Nc2nc3ccccc3[nH]2)nc2ccccc21,-6.4,2.9,1.0,-14.2,-7.2,4.7,-0.4,-1.3,?,/
CSCCC(NC(=O)c1ccccc1Br)C(=O)NNC(=O)c1cc(C)oc1C (stereo unspecified),-8.0,/,1.0,-0.5,-1.5,/,i,0.2,-0.7,-2.9
O=C(COc1ncnc2ccccc12)NC(=O)NCc1ccccc1,-3.9,1.4,/,8.2,-16.8,/,-3.6,11.0,-2.9,-18.8
COc1cccc(NC(=O)C2CCCN(S(=O)(=O)c3ccc(-n4cnnn4)cc3)C2)c1 (stereo unspecified),-4.2,1.9,/,19.2,2.1,17.6,i,-0.9,-1.0,-10.2
CCn1nc(C)c(CNC(=O)CC2C(=O)NCCN2CC(C)C)c1C (stereo unspecified),-5.0,5.0,1.5,11.1,-5.2,-18.5,i,-0.2,-1.9,-19.5
COC(=O)CSCC(=O)Nc1nnc(-c2ccccc2C)s1,-7.0,4.3,1.7,-2.7,0.5,29.1,0.5,-0.2,-0.3,-2.6
COc1ccc(Cc2nnc(SCC(=O)N(C)c3ccccc3)o2)cc1,-9.4,1.1,0.0,7.8,-1.3,-18.6,i,-1.5,1.7,-22.1
Cc1ccc(C(=O)Nc2ccccc2C(=O)O)cc1S(=O)(=O)Nc1ccccc1,15.9,5.3,2.3,3.1,/,16.6,-0.4,/,0.8,6.2

Sorted by number of heavy atoms (high to low): 3 of the compounds above.
structure,CCHFV vOTU inh,3CLpro inhibitor,TcdB GH inh,Y pestis TopoI,Anthrax LF prot,VHR inh abs,BH1578 lux ind,BoNT A protease,PfHsp40 yeast,SSB-PriA inh
CCOC(=O)CCCN1CC(O)=C(c2nc3ccccc3s2)C1=N,16.9,1.1,3.1,4.6,1.5,-2.0,1.4,2.1,-0.4,-0.5
COC(=O)CSCC(=O)Nc1nnc(-c2ccccc2C)s1,-7.0,4.3,1.7,-2.7,0.5,29.1,0.5,-0.2,-0.3,-2.6
CC(=O)N/C(=C/c1ccc2c(c1)OCO2)C(=O)NCCO,-1.4,-0.4,/,-6.4,-0.6,-7.4,6.2,1.3,1.2,-11.3

Following part:
structure,CCHFV vOTU inh,3CLpro inhibitor,TcdB GH inh,Y pestis TopoI,Anthrax LF prot,VHR inh abs,BH1578 lux ind,BoNT A protease,PfHsp40 yeast,SSB-PriA inh
CCOC(=O)C1=C(N)OC(CCl)=C(C#N)C1c1ccsc1 (stereo unspecified),-6.4,4.2,/,-4.0,-5.3,-4.1,i,-0.5,-0.1,-3.0
COC(=O)C1=C(c2ccc(F)cc2F)C[C@@H]2CC[C@H]1N2C(=O)NCC1CC1,/,/,/,1.8,-1.3,/,-2.9,-0.7,-0.9,5.0
Cn1c(=O)c2c(ncn2CC(=O)N2CCN(S(=O)(=O)c3ccccc3)CC2)n(C)c1=O,6.3,1.5,-0.3,7.9,/,27.9,0.2,/,-0.9,-12.1
CC(=O)c1ccc(Nc2nc(C(N)COCc3ccccc3)cs2)cc1 (stereo unspecified),3.5,/,0.5,-9.6,-6.2,/,-0.7,0.8,/,/
Cc1ccc(-n2c(SCC(=O)Nc3cc(S(=O)(=O)N4CCOCC4)ccc3Cl)nc3ccccc3c2=O)cc1,3.6,1.7,0.7,25.9,-0.6,-5.5,-0.2,0.1,-1.0,5.3
c1ccc(COc2cccc(-c3cc4nc(NCCOc5ccccc5)ccn4n3)c2)cc1,-29.5,/,-0.8,2.9,-8.3,/,i,-0.3,/,/
c1ccc(-c2nc(-n3ccnc3)nc(-n3ccnc3)n2)cc1,0.1,-2.5,/,-2.4,-12.8,-5.4,-0.7,0.3,-0.3,-3.1
CSc1ccc(CN(C)C(C)C(=O)Nc2ccc(F)c(F)c2F)cc1 (stereo unspecified),2.6,2.5,0.7,28.8,2.8,25.6,i,-0.1,1.1,-39.8
CC(C)(C)C1=C(C#N)C(c2ccncc2)C(C#N)=C(N)O1 (stereo unspecified),-0.7,1.3,0.4,-4.7,0.1,-4.8,i,0.4,-1.1,2.8
COc1cccc(-c2nn(C)c3sc(C(=O)N4CCN(c5ccccn5)CC4)cc23)c1,/,-4.5,/,3.8,-2.7,-0.2,i,-0.1,3.3,-18.7
O=C(OC1CC2CC1[C@H]1CCCCN1C2=O)N1CCN(c2ccccc2)CC1 (stereo partly specified),-0.8,/,1.4,/,0.6,/,/,0.1,/,/
O=S1(=O)CCN(CCc2c[nH]c3ccccc23)CC1,-2.4,3.2,1.9,-6.4,2.3,9.6,-1.5,-0.4,-1.1,-11.6
CC1(C)Cc2c(ccc3ccccc23)/C(=C/C#N)N1,-0.3,3.4,/,1.0,-3.2,22.1,-0.4,1.3,0.8,9.5
Cc1ccsc1CNn1cnnc1SCc1ccc(Cl)cc1,8.6,3.3,/,7.4,0.1,17.8,i,-3.5,-1.1,-15.9
CCc1ccc(Nc2nnc(SCC(=O)Nc3cccc(S(=O)(=O)NC4=NCCCCC4)c3)s2)cc1,8.9,-3.5,/,14.5,-1.3,2.6,-0.2,0.4,2.1,12.3
CCOc1ccc(Nc2nc(Cc3nnc(SCC(=O)NCC4CCCO4)n3C)cs2)cc1 (stereo unspecified),5.0,3.1,-0.5,-3.8,7.5,18.6,i,?,-0.7,9.0
O=C(NNc1nc2c(F)cccc2s1)c1ccc(F)cc1,-2.6,2.1,-0.4,-13.9,-0.8,1.7,-0.3,-0.4,-0.2,-15.6
CCOCCc1nnc(NC(=O)CCC2CCCCC2)s1,6.4,1.8,0.7,2.8,27.3,16.7,-0.2,-4.9,0.0,-7.8
CCC(=O)NC(c1ccc(C)cc1)c1cc([N+](=O)[O-])c2cccnc2c1O (stereo unspecified),17.2,-5.2,/,9.4,-1.8,-7.9,1.4,-1.0,-1.2,4.6
CCOC(=O)c1nn(-c2ccc(C)c(C)c2)cc1O,1.4,3.0,/,3.8,0.9,10.5,-1.4,-1.1,0.4,2.9
NS(=O)(=O)c1ccc(CNC(=O)c2cc(-c3cccnc3)nc3ccccc23)cc1,-19.3,0.8,0.8,5.2,0.0,29.3,-0.4,2.5,0.2,-5.5
C(=N\N(Cc1ccccc1)c1ccccc1)/c1ccco1,21.0,-1.1,1.2,-2.1,-3.1,10.6,-0.5,-1.0,1.1,/
CC(C)=C1C2CCC1C(C(=O)NCc1ccccc1)C2C(=O)O (stereo unspecified),-6.2,-2.7,/,-6.3,-22.3,17.7,-0.4,0.1,-1.5,0.8
COCCCNC(=O)Cn1c(=O)n(CC(=O)NCCc2ccc(OC)c(OC)c2)c(=O)c2sccc21,-5.1,-1.1,-0.1,-11.9,-1.0,10.3,-0.3,-1.2,-1.1,-4.0
COC(=O)[C@]1(Cc2ccccc2)N[C@H](CN(C)C(=O)COc2ccccc2)[C@@H]2C(=O)N(Cc3ccccc3)C(=O)[C@@H]21,6.6,/,-4.6,22.0,4.2,/,i,-0.4,1.9,8.2
CCN(Cc1ccccc1)c1ccc(/C=C(\C#N)c2ccccn2)cc1,14.6,-0.4,/,-3.5,-0.3,34.8,-0.5,1.9,-1.3,-55.7
O=C(NC1CCN(Cc2ccccc2)CC1)c1cccc(Br)c1,-2.2,1.6,0.1,-5.9,-15.0,9.6,i,-1.0,0.9,-10.4
COc1ccc(-c2nc(C#N)c(NCCCN3CCOCC3)o2)cc1,-41.4,-4.2,1.3,-6.6,-0.5,-14.6,-0.2,0.3,0.4,-7.4
COCCn1c(-c2ccc(Cl)cc2)cnc1SCC(=O)NCc1cccs1,7.1,-0.6,/,13.1,4.2,42.7,-1.3,2.8,0.6,30.5
COCCNC(=O)C(=O)Nc1cc2c3c(c1)C(C)C(=O)N3CCC2 (stereo unspecified),5.0,-5.0,0.0,0.4,-0.7,-8.2,3.1,1.0,0.8,-3.4
Cc1cc(NC(=O)C(=O)NCCN2CCN(S(C)(=O)=O)CC2)ccc1Br,5.0,5.9,-8.7,-1.6,0.3,16.6,-0.2,-0.2,0.8,-7.1
COc1cc2oc(=O)cc(-c3ccc(-c4ccc(C(F)(F)F)cc4)cc3)c2c(OC)c1OC,/,/,/,-6.8,-8.5,/,-1.6,-0.6,-0.9,-7.4
O=C(NCCc1c[nH]c2ccccc12)/C(=C\c1cccs1)NC(=O)c1ccccc1,15.0,9.1,1.7,-3.6,1.1,-3.8,i,-0.2,-2.0,4.8
C=CCNC(=O)CCCC(=O)NCC=C,-1.9,5.7,/,-11.4,0.6,-12.0,-5.6,-0.1,0.2,-11.1
O=C(CCC(=O)N(CC(=O)NC1CCCC1)Cc1cccs1)Nc1nccs1,-9.5,4.6,0.4,-2.3,-2.0,22.2,i,0.5,0.8,-12.6
COc1ccc(/C(O)=C2/C(=O)C(=O)N(CC3CCCO3)C2c2ccc(OC)c(OC)c2)cc1 (stereo unspecified),6.2,-1.9,/,4.9,-1.7,32.9,-4.8,-0.9,0.0,/
CCC(C)(C)NC(=O)C(c1cccc(OC)c1OC)N(C(=O)CCC(=O)Nc1cc(C)on1)c1ccc2c(c1)OCCO2 (stereo unspecified),4.2,-3.0,0.2,1.8,-3.2,27.4,i,-0.6,0.0,-6.3
NC(=O)c1nsc(C(=O)N(CC(=O)NC2CCCC2)Cc2ccc3c(c2)OCO3)c1N,-15.3,0.1,0.4,5.6,1.3,7.8,-0.3,-0.1,0.3,7.4
